Source: PubChem BioAssay (The Scripps Research Institute Molecular Screening Center)
PrPC TRFRET: inhibitors of human cell surface prion protein PrPC. P04156. TR-FRET read-out. inhibition, % at 13.8 µM. 0.43% of 370,000 active; in the data active means inhibition above about 24%; further: 0% = median of the test wells and 100% = reference compound wells
CCHFV vOTU inh: CCHFV vOTU protease inhibition. Pep-AMC fluorescence. inhibition, % at 11.5 µM. AID 651958. 0.55% of 370,000 active; in the data active means inhibition above about 30%; further: 0% = vehicle wells with enzyme and 100% = no enzyme wells
The depositor's hits bear a star. These rows are one share of the data; the hit share may differ from the screen's.

SMILES	PrPC TRFRET	CCHFV vOTU inh
COc1nc(N)nc2c1ncn2[C@@H]1O[C@H](CO)[C@@H](O)[C@@H]1O	-6	0
Cc1ccc(-n2c(SCC(=O)Nc3cccc4ccccc34)nnc2-c2ccccn2)cc1	0	-3
CC(C)c1cc(C(C)C)c(S(=O)(=O)N2CCCC(C(=O)N3CCN(Cc4ccccc4)CC3)C2)c(C(C)C)c1 (stereo not given)	-4	24
Cc1cc(NS(=O)(=O)c2ccc(NC(=O)CSc3nnc(SCc4ccc(Cl)cc4)s3)cc2)nc(C)n1	-3	6
CC(C)(C)N(Cc1cn(CC2CCCCC2)nn1)S(=O)(=O)c1ccc(F)cc1Br	4	9
COC(=O)C1=CN(c2ccc(F)cc2)C(N)=C(C#N)C1c1cccc(OC)c1OC (stereo not given)	6	6
COc1ccc(NC(=O)C(c2ccncc2)n2c(=O)c(-c3ccco3)nc3ccccc32)cc1 (stereo not given)	-12	1
CN(Cc1ccccc1)C(=O)OCc1cn(Cc2ccccc2)nn1	7	0
Cc1ccc(-n2c(SCc3cccc(F)c3)nnc2-c2cccc(C)c2)cc1	11	22
Cc1nc(Nc2ncc(C(=O)Nc3c(C)cccc3Cl)s2)cc(N2CCN(CCO)CC2)n1	25*	1
Cc1n[nH]c(C)c1S(=O)(=O)NC(C)Cc1ccccn1 (stereo not given)	2	4
c1ccc(-c2c[nH]c3cccc(-c4cc5ccccc5o4)c23)cc1	6	13
O=C(NCc1ccccc1)C(c1ccncc1)n1c(=O)c(-c2ccco2)nc2ccccc21 (stereo not given)	0	-14
CCOC(=O)N1CCN(C(=O)C[C@H]2C(=O)N(CCCOC)C3=CCCC[C@@]32C(=O)OCC)CC1	5	-7
CCOC(=O)c1csc(NC(=O)C2CCCN(S(=O)(=O)c3cccs3)C2)n1 (stereo not given)	8	-1
COC(=O)[C@]12C[C@H](CC(=O)NCC3CCCCC3)C(=O)N(Cc3ccco3)C1=C[C@H](C1CCCC1)O[C@@H]2C	-3	16
O=C(CCc1ccccc1-c1ccccc1CCNC(=O)c1ccccc1)NCc1ccccc1	1	8
O=C(c1ccccc1)c1ccc(-c2ccccc2C(=O)NC2CCCCN(Cc3ccc(Cl)cc3)C2=O)cc1 (stereo not given)	-2	7
O=C1Cn2nnc(-c3ccccc3)c2C2c3cc(Br)ccc3CCN12 (stereo not given)	3	-10
COc1ccc(CN2C[C@]3(C=C(C)Cn4c(=O)n(-c5ccccc5)c(=O)n43)N(C(=O)OCc3ccccc3)C2=NC(=O)c2ccccc2)c(OC)c1	9	7
COc1cc(F)ccc1Oc1cccc2c1S(=O)(=O)N(C1CC1)C[C@@H](COCc1ccccc1)O2	13	14
CCCCCCCCN1CCS(=O)(=O)N(Cc2ccc(C)cc2)C(C(=O)OC)C1 (stereo not given)	7	30*
Nc1[nH]c(C(=O)c2ccccc2)c(-c2cccc3ccccc23)c1C(=O)c1ccc(Br)cc1	7	4
CCCCCNC(=O)C(c1ccccc1)n1c(=O)c(-c2cc3ccccc3[nH]2)nc2ccccc21 (stereo not given)	-2	-13
CC(C)CNS(=O)(=O)/C=C/c1ccc(F)cc1CNC(=O)OC(C)(C)C	4	6
The list goes on.
SMILES	PrPC TRFRET	CCHFV vOTU inh
Cc1[nH]c2ccccc2c1C(=O)c1cc(Cc2ccccc2)sc1N	11	4
COC(=O)CSc1nnc(-c2n[nH]c3c2CCC3)n1N	-5	2
Cc1cc(Br)cn2c(Cc3ccccc3C(F)(F)F)c(-c3ccco3)nc12	20	30*
COC(=O)[C@H](Cc1ccccc1)N1CC(N2CCCC2)CS1(=O)=O (stereo not given in full)	-4	-8
Cc1ccc(C)c(NC(=O)CNS(=O)(=O)c2ccc3[nH]c(=O)oc3c2)c1	-2	-6
N#Cc1cccc(NC(=O)OCCN2C(=O)CCC23CCC(c2ccccc2)CC3)c1 (stereo not given)	-9	2
O=C(c1cc(Cl)cc(Cl)c1)N1CC[C@H]2[C@H](CCCN2Cc2ccccc2)C1	0	5
O=C(CSc1nnc(-c2cccnc2)n1-c1ccc(Cl)cc1)Nc1cccc2ccccc12	-3	-2
CCCN1CCCCC(NC(C)=O)C1=O (stereo not given)	-3	6
COC(=O)[C@@]12CCCCC3=C1N(CCC3)C(=O)[C@H]2CC(=O)NCc1cccc(C(F)(F)F)c1	0	4
CCCCCNC(=O)C(c1cccc2ccccc12)n1c(=O)c(-c2ccco2)nc2ccccc21 (stereo not given)	-4	19
Cn1c(SCc2ccc(C(C)(C)C)cc2)nnc1-c1ccco1	3	7
COc1cccc(C=C2SC(=S)N(Cc3ccco3)C2=O)c1OC	-3	-3
CC(C)C(CN1CCC(C)(c2cccc(O)c2)[C@@H](C)C1)NC(=O)C1Cc2ccc(O)cc2CN1 (stereo not given in full)	-2	4
Cc1ccc(-n2c(SCC(=O)Nc3ccc4c(c3)OCCO4)nnc2-c2cccnc2)cc1	0	1
CCc1ccc(N2C(=O)C[C@@](C#N)(C(=O)OC)[C@H]2c2ccccc2)cc1	-8	-5
O=C(N[C@@H](Cc1cccnc1)C(=O)N1CCC[C@H]1C(=O)NC1CCCC1)C1CC1	-6	-6
Cc1ccc(N)cc1CN1CCN(c2ncc(Cc3ccccc3)cn2)CC1	-1	-3
COc1ccc(C[N+]2=C(N)NC3=C4CCCCC4n4c(=O)n(-c5ccccc5)c(=O)n4C3C2)c(OC)c1 (stereo not given)	-1	0
O=C(CSc1nc2ccccc2n1Cc1ccccc1)NNC(=S)Nc1ccccc1	12	7
COc1ccc(-c2nnc(SCc3c(F)cccc3F)n2N)cc1	-6	-6
C=CCCC1CN(Cc2ccc(OC)cc2)S(=O)(=O)c2c(Oc3ccc(C)cc3)cccc2O1 (stereo not given)	8	8
COc1ccc(-c2cc(C(=O)NN=Cc3ccccc3F)[nH]n2)cc1	12	-2
COc1cccc(CNC(=O)C2CCC(CNS(=O)(=O)c3cccc4cccnc34)CC2)c1OC (stereo not given)	-3	-7
CN(Cc1ccccc1F)C(=O)C1CCC(CNS(=O)(=O)c2cccc3cccnc23)CC1 (stereo not given)	2	7

Brought forward from above: 2 entries, followed by the next part.
SMILES	PrPC TRFRET	CCHFV vOTU inh
COc1cccc(CNC(=O)C2CCC(CNS(=O)(=O)c3cccc4cccnc34)CC2)c1OC (stereo not given)	-3	-7
CN(Cc1ccccc1F)C(=O)C1CCC(CNS(=O)(=O)c2cccc3cccnc23)CC1 (stereo not given)	2	7
COC(=O)N1Cc2ccnnc2CC1c1ccccc1-c1ccccc1 (stereo not given)	7	-3
COc1ccc(CN(CCN2CCOCC2)C(=O)c2cccc(F)c2F)cc1OC	3	-5
CC(C)CNc1cccc2c1S(=O)(=O)N[C@H](C)CO2	4	3
Cc1ccc(NC(=O)N2c3ccccc3SC2c2ccco2)c(C)c1 (stereo not given)	2	-6
COC(=O)[C@H](C(C)C)N1CCc2nnn(Cc3ccc(C)cc3)c2-c2cc(F)ccc2S1(=O)=O	0	10
Cc1cc(N2CCN(C(=O)OC(C)(C)C)C[C@H]2C)ccc1N1CCS(=O)(=O)CC1	4	-1
COc1cc(-c2noc(CCC(N)=O)n2)cc(OC)c1OC	-2	0
CCOC(=O)[C@]12CCCC=C1N(Cc1ccccc1)C(=O)[C@H](CC(=O)N1CCC(c3ccccc3)CC1)C2	-2	9
Cc1ccccc1C(=O)N1CCC[C@@H]1C(=O)N1CCC[C@H]1C(=O)NCc1ccccc1	-4	1
COC(=O)[C@]12C[C@H](CC(=O)NCc3ccc(C)o3)C(=O)N(Cc3ccc(Cl)cc3Cl)C1=C[C@H](C1CCCC1)O[C@@H]2C	14	19
Cc1[nH]nc2c1C(c1ccc(F)cc1)N(c1ccccc1)C2=O (stereo not given)	5	-1
O=C(Nc1ccc(F)cc1)C(c1ccnc2ccccc12)N1CCN(c2cccc(C(F)(F)F)n2)CC1 (stereo not given)	6	15
O=C(N=C1N(Cc2ccccc2)[C@@H](Cc2ccccc2)[C@]2(C=C3CCCCC3n3c(=O)n(-c4ccccc4)c(=O)n32)N1C(=O)OCc1ccccc1)c1ccccc1 (stereo not given in full)	-1	3
N#CCCN1CCC(N)=NC1=NC#N	-7	10
COC(=O)[C@]12C[C@H](CC(=O)NCCCCc3ccccc3)C(=O)N(Cc3ccc4c(c3)OCO4)C1=C[C@H](C(C)(C)C)O[C@@H]2C	-2	24
CCCC[C@H]1C2CC(OC(=O)Nc3ccccc3Cl)C(C2)[C@H]2CCCCN21 (stereo not given in full)	-7	7
CN(C(=O)CNC(=O)c1ccccc1OCC(=O)Nc1ccc(Br)cc1)c1ccccc1	12	8
COc1ccccc1C(=O)NC1CCCCN(Cc2ccc(OC(F)(F)F)cc2)C1=O (stereo not given)	5	19
CCOC(=O)[C@@]12CCCC3=C1N(CCC3)C(=O)[C@H]2CC(=O)NCc1ccccc1	9	5
Fc1ccccc1Cn1ccc2ccc(-c3ccc4ccn(Cc5ccccc5)c4c3)cc21	2	4
COc1ccc(OC)c(S(=O)(=O)N2CCCCC2C(=O)N2CCCN(C)CC2)c1 (stereo not given)	4	9
COC(=O)C1=CN(c2ccc(C(C)(C)C)cc2)C(N)=C(C#N)C1c1ccccc1F (stereo not given)	6	-3
CCOC(=O)CC[C@@]1(C(=O)OCC)C[C@@H](CC(=O)NCc2cccc3ccccc23)C(=O)N2CCCC=C21	-7	0
COC(=O)N1Cc2ccnnc2CC1c1ccccc1Br (stereo not given)	3	-9
O=[N+]([O-])c1ccccc1/C=C/C=Nn1c(-c2ccc(F)cc2)n[nH]c1=S	-7	13

Overlap with the part before: three entries, followed by the next part.
SMILES	PrPC TRFRET	CCHFV vOTU inh
CCOC(=O)CC[C@@]1(C(=O)OCC)C[C@@H](CC(=O)NCc2cccc3ccccc23)C(=O)N2CCCC=C21	-7	0
COC(=O)N1Cc2ccnnc2CC1c1ccccc1Br (stereo not given)	3	-9
O=[N+]([O-])c1ccccc1/C=C/C=Nn1c(-c2ccc(F)cc2)n[nH]c1=S	-7	13
O=C(NCCc1ccc(F)cc1)c1ccc(Sc2ccccc2Cl)c([N+](=O)[O-])c1	-1	10
CCCCNC(=O)C[C@H]1C[C@@]2(C(=O)OCC)CCCC3=C2N(CCC3)C1=O	8	6
CCCCCCCCN1CCS(=O)(=O)N(Cc2ccc(F)cc2)C(C(=O)OC)C1 (stereo not given)	6	26
COc1ccc(CNC(=O)[C@@H](Cc2ccccc2)NC(=O)[C@H]2O[C@@H](n3ccc(=O)[nH]c3=O)[C@H](O)[C@@H]2O)cc1	-4	-5
COc1ccc(S[C@]2(C(=O)N3CCCC3)CC(=O)N(c3ccc4c(ccn4C)c3)[C@@H]2c2ccc(OC)cc2)cc1	-8	4
Cc1ccc(S(=O)(=O)NCc2ccccc2NS(=O)(=O)c2ccc(C)cc2)cc1	6	15
Cc1cc(C)cc(N(CC(=O)NC2CCC(C)CC2)S(=O)(=O)c2cccs2)c1 (stereo not given)	-2	8
C[C@H](NC(=O)OCc1ccccc1)[P+](=O)O	3	5
COC(=O)[C@]12C[C@H](CC(=O)N3CCN(C(=O)C4CC4)CC3)C(=O)N(CCC3=CCCCC3)C1=C[C@H](COCc1ccccc1)O[C@@H]2C	-8	5
COc1ccc(C2CC(=O)C(c3ccc(C(N)=O)cc3)=CN2Cc2ccccc2)cc1 (stereo not given)	-11	25
CCCCC(=O)N1CCN(C(=O)c2ccc3c(c2)nc(C)n3C2CCCC2)CC1	3	9
CC(C)(C)NC(=O)C(c1ccncc1)n1c(=O)c(-c2ccco2)nc2ccccc21 (stereo not given)	1	-12
O=C(NC1CCCCN(Cc2cccc(Cl)c2)C1=O)c1cccc([N+](=O)[O-])c1 (stereo not given)	0	-7
O[C@H](COc1ccc(Cl)cc1)CN1CCC(C(O)(c2ccccc2)c2ccccc2)CC1	-7	-1
O=S1(=O)c2ccc(N3CCSCC3)cc2Oc2ccccc2CN1Cc1cn(Cc2ccccc2C(F)(F)F)nn1	3	3
Cc1nc2cc(C(=O)N3CCN(C(=O)OCc4ccccc4)CC3)ccc2n1C1CCCC1	14	10
C=CCN1[C@@H](C)COc2cc(F)ccc2S1(=O)=O	-4	0
CCOC(=O)CC[C@@]1(C(=O)OCC)C[C@@H](CC(=O)N2CCOCC2)C(=O)N2CCCC=C21	0	-8
CC(C)c1cc(Cn2c3ccccc3c(=O)n2C(C)Cn2cc(CCc3ccccc3)nn2)on1 (stereo not given)	1	-13
O=C(O)CC1NC(=O)N(c2ccccc2)C1=O (stereo not given)	3	-6
O=C1CC(O)C(Cc2ccccc2)N1 (stereo not given)	-7	11
COC(=O)[C@]12C[C@H](CC(=O)N3CCCCC3)C(=O)N(CCc3ccc(OC)c(OC)c3)C1=C[C@H](C(C)(C)C)O[C@@H]2C	-2	7
CNc1ccccc1/C(O)=C(\C#N)C(=O)NCc1cccc2ccccc12	-6	4
C[N+]1=C(N)NC2=C3CCCCC3n3c(=O)n(-c4ccccc4)c(=O)n3C2C1 (stereo not given)	-1	-5
Cc1ccc(F)cc1C(=O)N1CCCC(c2nc(-c3cccs3)no2)C1 (stereo not given)	1	0
CC(C)(C)c1ccc(-c2nnc(SCC(=O)c3ccc4ccccc4c3)n2-c2ccc(Cl)cc2)cc1	-2	0
C[C@@H]1ON(C)[C@H]2C[C@H]3c4[nH]c5c(-c6cccc(F)c6)cccc5c4CCN3C(=O)[C@@H]12	-17	-9

Rewritten with values under each structure: part of the list above.
Values run as follows: PrPC TRFRET | CCHFV vOTU inh
O=C(NC1CCCCN(Cc2cccc(Cl)c2)C1=O)c1cccc([N+](=O)[O-])c1 (stereo not given)
    0 | -7
O[C@H](COc1ccc(Cl)cc1)CN1CCC(C(O)(c2ccccc2)c2ccccc2)CC1
    -7 | -1
O=S1(=O)c2ccc(N3CCSCC3)cc2Oc2ccccc2CN1Cc1cn(Cc2ccccc2C(F)(F)F)nn1
    3 | 3
Cc1nc2cc(C(=O)N3CCN(C(=O)OCc4ccccc4)CC3)ccc2n1C1CCCC1
    14 | 10
C=CCN1[C@@H](C)COc2cc(F)ccc2S1(=O)=O
    -4 | 0
CCOC(=O)CC[C@@]1(C(=O)OCC)C[C@@H](CC(=O)N2CCOCC2)C(=O)N2CCCC=C21
    0 | -8
